# From PubChem BioAssay
# bIAP inhibitor = bovine intestinal alkaline phosphatase inhibitors, primary screen, selectivity assay for TNAP inhibitor project, biochemical, bovine IAP, CDP-star luminescence | purified bovine IAP, 30 min | inhibition, % at 20 µM | 190,000 tested, under 10 active | AID 1019, 2008;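 active = over 50% inhibition of intestinal alkaline phosphatase at 20 µM in the single-dose screen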
#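 Assay system – bovine IAP enzyme · Quantity – bovine IAP at 1/65,000,000 final dilution · Detection – CDP-star luminescence signal · Times – 30 min reaction at room temperature · Also added – CDP-star substrate at 30 µM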
# L major viab = Leishmania major promastigote growth inhibition, primary screen | hit rate 9% among 200,000 | Leishmania major promastigotes, resazurin fluorescence viability | inhibition, % at 10 µM; in the data active = inhibition above about 50%;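 note: promastigotes grown with compound for 44 hours at 28 °C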
# PPARg SRC-1 ag = PPARgamma agonists recruiting SRC-1 coactivator, primary screen, biochemical; Peroxisome proliferator-activated receptor gamma (Homo sapiens), P37231; PPARgamma-SRC-1 coactivator recruitment biochemical assay; activation, % at 8 µM; hit rate 0.41% among 200,000; AID 631, 2007; in the data active = activation above about 19%;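 note: 0% = DMSO and 100% = reference agonist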
# Target sequence (P37231 whole entry, looked up): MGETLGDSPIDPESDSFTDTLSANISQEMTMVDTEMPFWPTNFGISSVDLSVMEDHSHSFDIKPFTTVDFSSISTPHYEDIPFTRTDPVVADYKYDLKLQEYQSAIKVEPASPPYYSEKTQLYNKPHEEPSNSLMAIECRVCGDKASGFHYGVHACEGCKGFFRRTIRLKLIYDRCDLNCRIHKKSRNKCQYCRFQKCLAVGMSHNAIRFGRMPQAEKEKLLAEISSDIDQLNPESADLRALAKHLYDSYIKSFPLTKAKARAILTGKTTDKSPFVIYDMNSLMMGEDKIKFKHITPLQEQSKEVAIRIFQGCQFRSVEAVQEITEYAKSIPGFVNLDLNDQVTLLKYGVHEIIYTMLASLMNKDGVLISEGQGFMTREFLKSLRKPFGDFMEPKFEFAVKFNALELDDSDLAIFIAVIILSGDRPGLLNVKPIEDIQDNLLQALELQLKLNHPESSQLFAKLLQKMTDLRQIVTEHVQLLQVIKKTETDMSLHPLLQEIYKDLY
# S1P3 antagonist = S1P3 receptor antagonists, primary screen, cell-based; Sphingosine 1-phosphate receptor 3 (Homo sapiens), Q99500; CHO S1P3 NFAT-BLA reporter, FRET fluorescence, antagonist mode; inhibition, % at 4.98 µM; hit rate 0.27% among 170,000;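 active = inhibition above the plate cutoff, the mean inhibition of test wells on that plate plus 3 SD, cut at about 28% in these data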;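 note: cells challenged with S1P at its EC80 of 0.8 µM; blue over green emission ratio from cleaved BLA substrate after 4 h stimulation; 0% = S1P-stimulated wells and 100% = unstimulated DMSO-only wells; some compounds past the cut are filed as inactive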
# Target sequence (Q99500 whole entry, looked up): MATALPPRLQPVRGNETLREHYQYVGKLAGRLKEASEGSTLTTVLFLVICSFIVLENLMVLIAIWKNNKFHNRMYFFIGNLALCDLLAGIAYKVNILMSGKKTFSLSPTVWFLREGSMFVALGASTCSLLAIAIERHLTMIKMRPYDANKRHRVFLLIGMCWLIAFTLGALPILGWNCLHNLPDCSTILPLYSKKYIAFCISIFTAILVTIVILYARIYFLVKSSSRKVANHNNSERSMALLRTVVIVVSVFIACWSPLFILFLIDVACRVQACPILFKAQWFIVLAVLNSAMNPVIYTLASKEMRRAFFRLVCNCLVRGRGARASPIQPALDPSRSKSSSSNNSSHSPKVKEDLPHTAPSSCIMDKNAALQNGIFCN
# SRC2 TRFRET art = TR-FRET signal artefacts, primary screen, artefact control for PPARgamma SRC-2 agonist project, biochemical; TR-FRET ratio at 8 µM; TR-FRET artefact counter-screen; active compounds read high; hit rate 0.4% among 200,000; in the data active = TR-FRET ratio above about 2000; note: inactives centre near 1500
# TLR4 MyD88 comp = inhibitors of TLR4-MyD88 association in cells, primary screen, cell-based, HeLa CL3-4, BLA complementation, FRET ratio; Toll-like receptor 4 (Homo sapiens) + Myeloid differentiation primary response protein …; inhibition, % at 8.4 µM; hit rate 0.18% among 200,000; HeLa CL3-4 TLR4/MyD88 BLA complementation; in the data active = inhibition above about 25%;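 note: 0% = vehicle and 100% = reference inhibitor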
# DTT redox prof = compounds producing H2O2 with reducing agent – biochemical, NIH compound library profiling, artefact control for MLSCN library redox annotation, primary screen. hit rate 0.03% among 200,000. DTT-dependent redox cycling H2O2, phenol red/HRP absorbance; 100% = 100 µM peroxide control, 0% = buffer. activation, % at 10 µM;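 active = activation of at least 50% relative to the plate's high and low controls in the primary single-dose screen; inactive = activation below 50%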;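 note: compound incubated with DTT at 0.8 mM final as the reducing agent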
# bIAP activator = bovine intestinal alkaline phosphatase activators, primary screen, biochemical, bovine IAP, CDP-star luminescence; activation factor at 20 µM; AID 1016, 2008; alkaline phosphatase, intestinal [Bos taurus]; hit rate 0.17% among 200,000; purified bovine IAP, 30 min; active compounds read high; fold of DMSO-control signal, blank-subtracted;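 active = activation factor of 2 or more at 20 µM, a signal rise over negative controls twice the positive control's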
# ROMK mod = ROMK potassium channel modulators, primary screen, cell-based, thallium flux, MLSMR library; hit rate 2% among 130,000; B-score at 10 µM; Tet-inducible ROMK, thallium flux fluorescence; actives lie on both sides;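 active = signal ratio slope over the read window, or its plate-corrected B-score, at least 3 SD from the plate mean, either direction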;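 note: B-score of the F/F0 ratio slope over 7 to 12 s after thallium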
# PPARg SRC-3 ag = PPARgamma agonists recruiting SRC-3 coactivator, primary screen, biochemical | activation, % at 8 µM | biochemical PPARgamma/SRC-3 coactivator recruitment assay | AID 731, 2007 | hit rate 0.26% among 200,000 | Peroxisome proliferator-activated receptor gamma (Homo sapiens), P37231; in the data active = activation above about 23%;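 note: 0% = DMSO and 100% = reference agonist; some compounds past the cut are filed as inactive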
# PPARg SRC2 recr = agonists of PPARg-SRC-2 recruitment, primary screen, biochemical, HTS. PPARgamma LBD-SRC-2 recruitment. hit rate 0.34% among 200,000. activation, % at 8 µM. Peroxisome proliferator-activated receptor gamma (Homo sapiens), P37231; in the data active = activation above about 22%;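 note: 0% = vehicle and 100% = reference agonist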
# Starred values were filed as active, the others as inactive; / = not tested or not shown.
mol	PPARg SRC2 recr	L major viab	PPARg SRC-3 ag	bIAP activator	TLR4 MyD88 comp	DTT redox prof	ROMK mod	S1P3 antagonist	PPARg SRC-1 ag	SRC2 TRFRET art	bIAP inhibitor
O=C1N/C(=N\N=C\c2cccs2)SC1Cc1cccc(Cl)c1Cl (stereo not drawn)	-3	11	-2	0.8	-8	0.6	/	-8	5	1478	20
CC(=O)Nc1ccc(S(=O)(=O)N2CCN(c3cnn(C)c(=O)c3Cl)CC2)cc1	5	-6	3	0.9	-5	0.2	0.95	3	-5	1505	9
COc1ccc(NC(=S)N(CCCN2CCOCC2)Cc2ccco2)cc1	5	-8	1	0.9	1	0.2	-0.15	-8	6	1746	13
N#Cc1nc(-c2cccs2)oc1NCC1CCCO1 (stereo not drawn)	12	-2	3	0.9	-10	-1.5	-1.3	-10	-2	1645	10
Cc1ccc2c(Cl)cc(Cl)c(OCC(=O)Nc3cc(S(=O)(=O)N(C)C)ccc3C)c2n1	10	69*	-1	1	-17	0.5	/	-7	-2	1557	-4
S=C(NCc1ccco1)Nc1ccc(Cl)c(Cl)c1	5	17	9	0.8	-7	1.4	/	/	1	1702	24
COc1ccc(N(C)S(=O)(=O)c2ccc(Cl)c(C(=O)NCCc3ccc(Cl)cc3)c2)cc1	-3	32	-6	1	-5	-0.9	-1	-10	-10	1554	4
NC(=O)NC(=O)Nc1ccccc1Cl	3	-1	8	1	-3	-0.5	0.91	-17	8	1521	1
N#CCCn1cc(C(=O)Nc2ccc(C(=O)O)cc2)c(-c2ccc([N+](=O)[O-])cc2)n1	4	-1	2	1	-9	-1.1	1.9	-1	8	1560	-3
COc1ccc(CCn2cc(C#N)c(=O)[nH]c2=O)cc1OC	4	-3	-1	1	16	-0.7	1.2	-20	18	1797	-4
CC1(C)CC(=O)C(C#N)=C(NCCCO)C1	5	-9	-9	0.9	2	0.5	/	-10	5	1508	8
O=C(c1ccccc1F)N1CCN(Cc2ccccc2F)CC1	5	-1	3	1	-7	-3.2	/	/	3	1697	1
Cc1cc(C)cc(N2Cc3ccccc3C2)c1	-3	-5	3	0.8	-7	-3.5	/	/	-2	1806	18
Cc1cc(/C=C(\C#N)C(=O)NCc2ccco2)c(C)n1-c1ccc(C(=O)O)cc1	8	-9	5	1	-4	0.9	-0.46	-6	2	1477	3
C=CCn1c(SCC(=O)NCc2ccc3c(c2)OCO3)nc2scc(-c3ccccc3)c2c1=O	5	4	2	0.9	-2	0.6	/	/	9	1974*	12
O=C(CN1C(=O)c2cccc3cccc1c23)Nc1ccc(S(=O)(=O)N2CCOCC2)cc1	18	49	13	0.9	3	0.8	-0.11	4	6	1732	12
COc1ccc(OC)c(NC(=O)Nc2cccc(Cn3cccn3)c2)c1	-7	9	1	1.3	3	2.6	/	21	4	1481	-28
Cc1ccc(C)c(C(=O)n2cnnc2N)c1	1	-7	-9	1.1	2	1.8	/	-12	0	1470	-7
CCOC(=O)Cc1csc(NS(=O)(=O)c2ccc(OC)cc2)n1	-2	-8	1	1.1	0	7.2	0.71	9	-2	1609	-9
CS(=O)(=O)N(CCc1ccccc1)CC(=O)NCc1ccncc1	10	-1	5	0.9	-2	0.3	-0.45	/	5	1630	10
C/C(Cl)=C\Cn1c(=O)c2c(nc3n2CCS3)n(C)c1=O	-5	3	-12	1	3	-5.0	-0.012	-10	3	1414	-2
CCc1ccccc1NC(=O)c1ccccc1Sc1ccc([N+](=O)[O-])cc1Cl	4	97*	5	1.1	-12	0.5	/	-11	2	1521	-7
Nc1nc(SCCO)[nH]c(=O)c1NC(=O)c1ccccc1F	2	-6	0	1	3	-0.5	-0.08	-13	-3	1404	4
CCn1nnc(NC(=O)c2ccc(C(C)(C)C)cc2)n1	9	-2	-8	1	7	-3.1	/	/	10	1644	-2
CC1=Nc2ccccc2/C1=C\c1nc(-c2ccc(F)cc2)oc1O	2	9	-11	0.7	5	0.5	-0.67	/	2	1157	28
O=C(O)C1C2C=CC(O2)C1C(=O)NCCCn1ccnc1 (stereo not drawn)	2	0	-4	1	-5	0.0	0.97	-22	-6	1527	-3
CCn1c(=O)c(-c2cc(=O)[nH][nH]2)c(O)c2ccccc21	-8	-3	-1	1.1	5	-0.4	-0.21	-5	-8	1643	-6
O=C(O)CCC(=O)Nc1ccc(Cc2ccc(NC(=O)CCC(=O)O)cc2)cc1	-1	5	-2	1	2	1.0	-0.27	/	-3	1449	4
Cc1ccc(S(=O)(=O)NCC(=O)OCC(=O)NC(=O)NC2CCCC2)cc1	6	6	-3	1.2	2	-1.6	-0.061	-9	8	1539	-23
COCCn1c(SCC(=O)c2ccc3c(c2)OCCO3)nnc1-c1ccco1	-1	-3	-6	0.9	-14	3.4	/	-20	-6	1574	6
C/C(=N\OC(=O)c1cccc(C(F)(F)F)c1)c1sc(-c2ccccc2)nc1C	-10	-2	-15	0.9	3	4.1	/	/	-9	1438	7
CC(C)(C)c1n[nH]c(=S)n(/N=C/c2cccs2)c1=O	7	-4	2	0.9	1	-0.3	-0.57	12	2	1476	7
COc1cc(C(=O)NC(C(=O)Nc2cccc(C(C)=O)c2)C(C)C)cc(OC)c1OC (stereo not drawn)	-6	-2	2	1.1	-1	0.6	0.91	-3	5	1349	-15
CC(=O)c1ccc(NC(=O)CC23CC4CC(C2)CC(n2nnc(C)n2)(C4)C3)cc1	-8	10	-4	1	-14	-0.7	-0.17	-12	0	1493	-2
CCOc1ccc(C(=O)NC(=S)N(Cc2ccccc2)Cc2ccccc2)cc1	9	57*	12	0.9	3	0.9	/	/	2	1777	10
Cc1ccc(N(Cc2cc3ccccc3[nH]c2=O)C(=O)c2ccco2)c(C)c1	17	6	-1	0.9	-5	0.1	-2.2	/	0	1870	5
COC(=O)c1cc(NC(=O)CSc2nnc(N)s2)ccc1Cl	6	-4	2	0.9	-16	-1.2	0.55	-7	-2	1780	9
Cc1nc(N(C)C)ncc1C(=O)O	18	-5	7	1	-3	-1.9	-0.021	/	7	1637	-4
O=c1[nH]c(-c2ccncc2)nc2ccccc12	-12	-1	-3	1	11	0.2	0.66	-14	8	1587	0
CN1CCN(S(=O)(=O)c2ccc(Sc3nnnn3-c3ccccc3)c([N+](=O)[O-])c2)CC1	-4	100*	-2	0.9	-2	3.5	0.46	5	-2	1651	8
Cc1nc2scc(-c3ccc(C(C)(C)C)cc3)c2c(=O)n1N	7	-2	2	1	6	-0.4	0.032	6	2	1645	-2
CCN(CC)CC#CC(C)OCOCC#CCOC (stereo not drawn)	1	0	-14	0.9	13	-1.0	-0.19	14	17	1697	8
Cc1cccn2cc(-c3ccc(S(=O)(=O)N4CCCCC4)cc3)nc12	5	13	-1	1.1	-9	0.2	-2.1	-2	6	1510	-6
FC(F)Sc1ccc(NC(=S)NC2CCCC2)cc1	6	3	6	0.8	0	0.0	-1.5	8	2	1533	16
Cc1cc(N2CCN(c3nc(-c4ccccc4)cs3)CC2)c2ccccc2n1	4	12	3	1.2	-2	0.0	-0.018	-6	-6	1631	-15

# Three entries from above, arranged by the value under TLR4 MyD88 comp, falling.
SMILES,TLR4 MyD88 comp
Cc1nc2scc(-c3ccc(C(C)(C)C)cc3)c2c(=O)n1N,6
FC(F)Sc1ccc(NC(=S)NC2CCCC2)cc1,0
Cc1cccn2cc(-c3ccc(S(=O)(=O)N4CCCCC4)cc3)nc12,-9

# (listing goes on)
mol	PPARg SRC2 recr	L major viab	PPARg SRC-3 ag	bIAP activator	TLR4 MyD88 comp	DTT redox prof	ROMK mod	S1P3 antagonist	PPARg SRC-1 ag	SRC2 TRFRET art	bIAP inhibitor
CC(=O)NCc1nc2ccccc2n1C(C)C	-2	-6	0	1	5	-0.2	/	-7	1	1557	4
CCn1cc([N+](=O)[O-])c(C(=O)N2CCCC2)n1	-7	-3	-14	0.9	-2	0.2	0.95	/	-8	1541	9
CCCC(C(=O)OCC)P(=O)(c1ccccc1)c1ccccc1 (stereo not drawn)	-2	-4	-3	1	-5	0.1	1.4	/	-2	1556	4
COc1ccc(Nc2nc(N)nc(CN(C)C3CCCCC3)n2)cc1	-2	-4	3	1.1	-14	-3.3	/	/	2	1533	-6
CN1CCN(NS(=O)(=O)c2cccs2)CC1	-10	41	-3	0.4	-3	-0.4	0.091	-4	3	1436	/
CN(Cc1cnn(C)c1)Cc1nc(Cc2ccccc2Cl)no1	-2	-5	3	0.8	2	-0.1	1.3	-15	8	1518	15
COc1ccccc1NCCC(=O)OCC(=O)Nc1ccc(Cl)cn1	3	-7	-4	0.9	-7	0.9	/	-6	-3	1426	7
C/C(CC(=O)Nc1ccccc1)=N\NC(=O)COc1ccc(C)cc1Br	2	-1	3	1	0	0.5	0.57	0	6	1659	2
CNC(=O)N(O)C1N(NC(=O)Nc2cccc3ccccc23)C(=S)SC1(C)C (stereo not drawn)	6	-1	1	0.9	8	0.1	/	17	0	1535	10
CCOc1ccc(C2C(C#N)=C(N)Oc3cc(C)oc(=O)c32)cc1 (stereo not drawn)	8	-5	7	0.9	7	-0.3	-0.058	-20	2	1515	5
S=c1nc(C2CCCCC2)[nH]c2ccccc12	9	-4	2	0.8	5	-0.4	3.1*	1	5	1643	18
COc1ccc(C(OC(=O)c2c(C)noc2C)C(=O)NC2CCCC2)cc1 (stereo not drawn)	10	-3	9	0.9	3	-0.1	-0.54	2	-1	1508	6
CCO[C@@H]1OC(C(=O)N2CCN(Cc3ccc4c(c3)OCO4)CC2)=C[C@H](c2ccc3c(c2)OCO3)[C@H]1CCCO	0	-1	5	1.1	-8	0.0	/	-20	2	1399	-8
Cc1cc(C)nc(NC(=O)CSc2nnnn2-c2ccccc2)n1	0	1	-4	0.9	-18	0.2	1.6	-28	-2	1633	10
CCOc1cc(Br)c(/C=C2/C(=O)N(C)C(=S)N2CC(=O)OC)cc1OC	7	7	3	1.1	9	0.1	-2.6*	8	4	1724	-8
Cc1ccc(C2=NNC(C(O)C(O)C(O)C(O)CO)S2)cc1 (stereo not drawn)	-1	-6	-6	1.1	-11	0.8	0.027	/	-1	1593	-6
